Assay outcomes from PubChem BioAssay.
KCNQ1 act – potentiators or activators of KCNQ1 channel, primary screen, cell-based, thallium flux, high-throughput | actives 0.35% (n = 310,000) | AID 2648, 2010 | B-score at 10 µM | CHO-K1 KCNQ1, thallium flux FluxOR fluorescence; hits give high values;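 active means fluorescence ratio B-score, a plate-corrected score, at least three library SD, with initial intensity B-score within 5 SD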
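assay system = KCNQ1-transfected CHO-K1 cells | medium = assay buffer with matched DMSO | probe or stimulus = depolarizing K+/Tl+ stimulus, K2SO4 and Tl2SO4 each 12.5 mM in 5x stock | dosing = single dose | incubation = dye 90 min, compound 20 min, room temperature | detection = kinetic FluxOR fluorescence, 10 s baseline plus 110 s post-stimulus | evaluation = ratio B score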
PolyA inhibitor – polyadenylation inhibitors in yeast reporter cells, primary screen, luminescence, S. cerevisiae. actives 0.02% (n = 300,000). calls only at 12 µM. S. cerevisiae SKY197-pL101 polyadenylation reporter, beta-gal luminescence; efflux-impaired pdr1/pdr3 knockout yeast; score 100 = 6 SD above DMSO;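 active means lowest replicate activity score at least 50, where 100 means six control SD above control mean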;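 further: yeast exposed to compound for 9 h at 30 °C; higher score means more reporter readthrough which indicates perturbed polyadenylation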
RGS4 pot – RGS4 potentiators or activators, primary screen, cell-based, HEK293 M3R inducible RGS4, calcium flux; AID 463111, 2010; carbachol calcium flux Fluo4; hits give low values; actives 0.92% (n = 310,000); B-score at 10 µM;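 active means B-score of the integrated calcium signal more than 4 SD below the library mean, with starting fluorescence not abnormally high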;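 further: negative B-score means reduced calcium response which marks RGS4 activation or potentiation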
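System: HEK293 FlpIn-TREx cells, stable M3R, doxycycline-inducible RGS4. Timing: overnight RGS4 induction, 30 min dye load 37 °C, 20 min compound RT. Also added: carbachol, ECmax concentration. Measured by: Fluo4 fluorescence kinetic imaging of calcium. Evaluation: integrated calcium ratio converted to B score.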
RGS4 block – RGS4 inhibitors, primary screen, cell-based, HEK293 M3R inducible RGS4, calcium flux; actives 0.45% (n = 310,000); Fluo-4 calcium flux; hits give high values; triggered by carbachol at its EC20; Regulator of G-protein signaling 4 (Homo sapiens), P49798; AID 463165, 2010; B-score at 10 µM;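 active means B-score, a plate-corrected calcium signal, over three deviations above library mean, with baseline fluorescence within five deviations of library mean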;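 further: RGS4 expression induced by doxycycline in cells with stable M3 receptor; B-score is computed from the integrated fluorescence ratio over baseline after carbachol; higher B-score means a larger calcium signal and so more RGS4 inhibition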
KCNK3 inh – human KCNK3 channel inhibitors, primary screen, CHO cells, FluxOR thallium flux, B-score; Potassium channel subfamily K member 3 (Homo sapiens), O14649; FluxOR fluorescence; hits give low values; B-score at 10 µM; actives 0.84% (n = 340,000); AID 602410, 2012;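 active means B-score under library mean minus 4 SD, starting fluorescence ratio at most library mean plus 5 SD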;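 further: more negative B-score means stronger inhibition of thallium flux through KCNK3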
hERG rescue – hERG rescue from dofetilide block, primary screen, cell-based, CHO-hERG, FluxOR thallium flux, dofetilide IC70 | Voltage-gated inwardly rectifying potassium channel KCNH2 (Homo sapiens), Q12809 | dofetilide IC70 present | actives 0.51% (n = 310,000) | activation (rescue from dofetilide block), less the hit threshold, % at 10 µM | AID 1511, 2009;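 active means activation above the mean of controls blocked by dofetilide plus 5 SD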;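 further: thallium influx through hERG after potassium depolarization seen as dye fluorescence rise; in these data hits start at about 4.7%; inactives centre near -7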
DYRK1A inh – rat Dyrk1A kinase inhibitors, primary screen, biochemical, single point, plate reader; ADP-Glo luminescence, NFATc1 peptide; Dual specificity tyrosine-phosphorylation-regulated kinase 1A (Rattus norvegicus), Q63470; actives 0.43% (n = 310,000); inhibition, % at 12.5 µM; AID 504441, 2011; in the data active means inhibition above about 50%;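 further: plate controls were vehicle with enzyme for no effect and no enzyme for full effect; many of its hits are not listed in these tables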
KCNQ1 inh – inhibitors of human KCNQ1 channel, primary screen, cell-based, thallium flux, high-throughput. AID 2642, 2010. Potassium voltage-gated channel subfamily KQT member 1 (Homo sapiens), P51787. B-score at 10 µM. actives 1.3% (n = 310,000). CHO-K1 KCNQ1, FluxOR thallium flux fluorescence; hits give high values;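 active means compounds whose thallium flux B-score, printed positive for inhibition, exceeds three library SD while starting fluorescence stays within three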;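 further: channel opened by potassium depolarization with thallium stimulus after 20 min compound exposure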
GSK3 alpha inh – blockers of GSK3A enzyme activity – biochemical, luminescence, cell-free homogeneous, HTS, primary screen | GSK-3 alpha kinase, ADP-Glo luminescence, 60 min | inhibition, % at 10 µM | actives 0.1% (n = 320,000);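 in the data active means inhibition above about 50%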;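 further: GST-tagged GSK-3 alpha with peptide substrate and 25 µM ATP; 0% = DMSO neutral wells and 100% = GW8510 positive control wells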
Target sequence (P49840 whole entry, looked up): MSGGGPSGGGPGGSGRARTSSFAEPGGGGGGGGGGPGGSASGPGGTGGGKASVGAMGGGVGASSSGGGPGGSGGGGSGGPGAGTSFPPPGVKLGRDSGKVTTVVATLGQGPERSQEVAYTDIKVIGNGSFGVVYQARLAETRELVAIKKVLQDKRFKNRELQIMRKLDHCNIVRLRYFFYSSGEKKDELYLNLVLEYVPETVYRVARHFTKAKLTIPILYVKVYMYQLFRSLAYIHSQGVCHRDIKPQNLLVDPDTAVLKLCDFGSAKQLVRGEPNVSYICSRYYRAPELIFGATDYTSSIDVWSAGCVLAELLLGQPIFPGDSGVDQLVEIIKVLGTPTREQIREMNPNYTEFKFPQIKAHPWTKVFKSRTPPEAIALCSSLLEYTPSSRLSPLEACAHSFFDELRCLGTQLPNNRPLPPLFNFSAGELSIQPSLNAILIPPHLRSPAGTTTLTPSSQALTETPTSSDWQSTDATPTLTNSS
KCNK9 inh – KCNK9 potassium channel inhibitors, primary screen, HEK293 cells, thallium flux; FluxOR thallium flux fluorescence; hits give low values; B-score at 10 µM; actives 1.2% (n = 310,000);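 active means ratio B-score over 3 SD below the library mean, with starting fluorescence within 5 SD of its mean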;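 further: negative B-score means less thallium flux so channel inhibition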
GSK3B inh – human GSK3beta kinase inhibitors, primary screen, biochemical, cell-free homogeneous, HTS. Glycogen synthase kinase-3 beta (Homo sapiens), P49841. GST-GSK3beta kinase, ADP-Glo luminescence, 60 min; hits give low values. activity score (negative = inhibition), % at 10 µM. actives 0.038% (n = 300,000). AID 2097, 2009;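 active means more than half of replicate wells score below -50%, meaning over 50% inhibition versus plate controls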;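 further: 0% = median DMSO wells and -100% = median GW8510 positive control wells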
Target sequence (P49841 whole entry, looked up): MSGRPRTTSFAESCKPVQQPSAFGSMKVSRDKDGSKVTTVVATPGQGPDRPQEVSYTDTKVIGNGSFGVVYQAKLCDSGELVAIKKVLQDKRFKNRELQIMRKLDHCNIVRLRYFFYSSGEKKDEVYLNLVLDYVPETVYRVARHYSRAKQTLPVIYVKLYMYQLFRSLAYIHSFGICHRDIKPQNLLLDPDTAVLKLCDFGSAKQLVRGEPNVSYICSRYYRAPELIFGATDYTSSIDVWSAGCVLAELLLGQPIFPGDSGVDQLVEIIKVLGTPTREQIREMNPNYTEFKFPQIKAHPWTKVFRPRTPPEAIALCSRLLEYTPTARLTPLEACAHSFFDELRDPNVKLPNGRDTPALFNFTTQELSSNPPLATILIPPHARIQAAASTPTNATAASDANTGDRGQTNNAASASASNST
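Assay system: GST-fused GSK3beta enzyme, cell-free / Medium: Tris pH 7.5 buffer with MgCl2, DTT, BSA, heparin / Also added: peptide substrate plus 25 µM ATP (final) / Compound: 10 µM single point / Timing: kinase reaction with compound 60 min at room temperature / Detection: ADP-Glo luminescence / Benchmarks: DMSO neutral wells and GW8510 at 20 µM as positive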
Numbers without * were called inactive; i = inactive; / = no result given.

Values in the order: KCNQ1 act	PolyA inhibitor	RGS4 pot	RGS4 block	KCNK3 inh	hERG rescue	DYRK1A inh	KCNQ1 inh	GSK3 alpha inh	KCNK9 inh	GSK3B inh
O=C(Cc1ccccc1)NCC(=O)N/N=C/c1ccc([N+](=O)[O-])s1
    i	i	i	i	i	-1	-9	i	-1	i	5
CCS(=O)(=O)c1ccc2oc(SCC(=O)Nc3ccc(OC)cc3OC)nc2c1
    i	i	i	i	i	-2	-2	i	-1	i	4
C(=N\Nc1nc(Nc2ccccc2)nc(Nc2ccccc2)n1)/c1ccncc1
    i	i	i	i	i	-8	-3	i	-1	i	0
CCOc1ccc(NC(=O)C2CCCN(C(=O)NCc3ccccc3)C2)cc1 (stereo not given)
    i	i	i	i	i	-15	-9	i	1	i	-6
O=C(COc1ccc2c3c(c(=O)oc2c1)CCC3)NCCN1CCOCC1
    i	i	i	i	i	-7	4	i	5	i	6
Cc1ccc([C@H]2C(C#N)=C(N)Oc3cc(C)oc(=O)c32)o1
    i	i	i	6.9*	i	-8	-5	i	0	i	-6
O=C(Nc1ccccc1C(=O)NCCCn1ccnc1)c1ccc(Cl)cc1Cl
    i	i	i	i	i	-8	5	i	/	i	-7
C/C(=N\NC(=O)NC1CCCCC1)c1ccco1
    i	i	i	i	i	-13	/	i	1	i	3
CCC(C)NC(=O)c1ccc2c(c1)N(Cc1ccccc1)C(=O)CS2 (stereo not given)
    i	i	i	i	i	-14	/	i	-4	i	0
O=C(CCNC(=O)Cn1ccc2ccccc2c1=O)NCCCN1CCN(c2ccccc2F)CC1
    i	i	i	i	i	-13	5	i	-3	i	-3
Cc1ccnc2nc(C(=O)N3CCN(S(=O)(=O)c4ccccc4)CC3)nn12
    i	i	i	i	i	0	-2	i	/	i	1
C=CCNC(=O)c1ccccc1NC(=O)c1ccc(Cl)c(S(=O)(=O)Nc2ccccc2)c1
    i	i	i	i	i	-2	-2	i	-1	i	2
CCOc1ccc2[nH]cc(-c3csc(N)n3)c2c1
    i	i	i	i	i	-7	1	i	-5	i	1
O=C(CCCC(=O)OCC1CCCO1)OCC1CCCO1 (stereo not given)
    i	i	i	i	i	-5	-1	i	-2	i	2
O=C(N/N=C/c1c[nH]c2ccccc12)C1CC1c1ccccc1 (stereo not given)
    i	i	i	5.6*	i	-24	30	i	1	i	0
O=C(C1CCC1)N1CCc2cc(S(=O)(=O)Nc3ccc4c(c3)OCO4)ccc21
    i	i	i	i	i	-8	-4	i	-2	i	2
Cc1cccc(CSc2cn(CC(=O)N3CCOCC3)c3ccccc23)c1
    i	i	i	i	i	-10	14	i	-4	i	3
CC1CCC2C(=O)N(c3ccc(Cc4ccncc4)cc3)C(=O)C2C1 (stereo not given)
    i	i	i	i	i	-13	0	i	-2	i	0
Cc1c(C(=O)OCC(=O)NCc2ccccc2)oc2ccccc12
    i	i	i	i	i	-12	-3	i	0	i	1
COc1ccccc1CNC(=O)C(NC(=O)c1ccccc1)C(C)C (stereo not given)
    i	i	i	i	i	-16	6	i	-2	i	-1
COc1ccc(CNC(=O)c2cc(-c3ccco3)on2)cc1
    i	i	i	i	i	-9	-4	i	/	i	-11
Cc1ccc(-c2c[n+](Cc3cccc(Cl)c3)c3n2CCC3)cc1
    i	i	i	i	i	-20	3	i	-2	i	-3
C/C(CC(=O)Nc1cccc(C(F)(F)F)c1)=N\NC(=O)C(=O)NCC(C)C
    i	i	i	i	i	-11	-3	i	1	i	0
COc1ccc(OCC(=O)OCC(=O)NCc2ccco2)cc1
    i	i	i	i	i	-6	3	i	-3	i	5
Cc1ccn(CCNC(=O)C2CCC(=O)N(Cc3ccc(Cl)cc3)C2)n1 (stereo not given)
    i	i	i	i	i	-5	-2	i	0	i	1
COCc1c(C(=O)N2CCN(Cc3c(F)cccc3Cl)CC2)oc2ccccc12
    i	i	i	i	i	-13	-8	i	-1	i	2
Cc1cc(N2CCN(c3nc(-c4ccc([N+](=O)[O-])cc4)cs3)CC2)c2ccccc2n1
    i	i	i	i	i	-17	0	i	-4	i	-1
CC(OC(=O)C1=COCCO1)C(=O)Nc1ccccc1C#N (stereo not given)
    i	/	i	i	i	-8	/	i	1	i	3
Cc1ccc(S(=O)(=O)N2CCOCC2)cc1C(=O)Nc1ccc2c(c1)CCC2
    i	i	i	i	i	-6	-2	i	-1	i	6
Cc1cc(C)c2c(c1)-c1c(ssc1=S)C(C)(C)N2C(=O)CSc1nncn1C
    i	i	i	i	i	-6	7	i	-3	i	3
O=C(CSc1ccc(Cl)cc1)Nc1ccc(NC(=O)c2ccco2)cc1
    i	i	i	i	i	-6	24	i	1	i	2
O=C(NC(=S)Nc1ccccc1Br)C1CCCC1
    i	i	i	i	i	-9	-3	i	0	i	-1
CN(C)c1ccc(N2C(=O)CC(c3ccccc3)CC2=O)cc1
    i	i	i	i	i	-5	-6	i	6	i	0
CC(C)c1ccccc1N1CC(C(=O)O)CC1=O (stereo not given)
    i	i	i	i	i	-17	-24	i	-1	i	4
O=C(NCCN1CCN(c2ccccc2F)CC1)c1cccn2c(=O)c3ccccc3nc12
    i	i	i	i	i	-15	0	i	5	i	1
Cc1cc(C)c(S(=O)(=O)N2CCOC2CNC(=O)C(=O)NCCN2CCOCC2)c(C)c1 (stereo not given)
    i	i	i	i	i	-7	4	i	0	i	2
Fc1ccc(Cn2c(SCc3ccc(F)c(C(F)(F)F)c3)nnc2C(F)(F)F)cc1
    i	i	i	i	i	-10	3	i	1	-10*	3
O=C(NC(=S)NCC1CCCO1)c1ccc(Br)o1 (stereo not given)
    i	i	i	i	i	-7	0	i	0	i	-5
Cc1ccc(NC(=O)C(=O)NCCN2CCN(Cc3ccc([N+](=O)[O-])cc3)CC2)cc1
    i	i	i	i	i	-12	6	i	-7	i	4
COc1ccc(C(=O)Nn2c(C)nc3ccccc3c2=O)c(OC)c1
    i	i	i	i	i	-5	5	i	-2	i	0

Fetched by structure from above, 4 records:
Values in the order: KCNQ1 act	PolyA inhibitor	RGS4 pot	RGS4 block	KCNK3 inh	hERG rescue	DYRK1A inh	KCNQ1 inh	GSK3 alpha inh	KCNK9 inh	GSK3B inh
CC(OC(=O)C1=COCCO1)C(=O)Nc1ccccc1C#N (stereo not given)
    i	/	i	i	i	-8	/	i	1	i	3
Cc1ccc([C@H]2C(C#N)=C(N)Oc3cc(C)oc(=O)c32)o1
    i	i	i	6.9*	i	-8	-5	i	0	i	-6
Cc1ccc(-c2c[n+](Cc3cccc(Cl)c3)c3n2CCC3)cc1
    i	i	i	i	i	-20	3	i	-2	i	-3
CN(C)c1ccc(N2C(=O)CC(c3ccccc3)CC2=O)cc1
    i	i	i	i	i	-5	-6	i	6	i	0

The results go on.
Values in the order: KCNQ1 act	PolyA inhibitor	RGS4 pot	RGS4 block	KCNK3 inh	hERG rescue	DYRK1A inh	KCNQ1 inh	GSK3 alpha inh	KCNK9 inh	GSK3B inh
COc1ccc(OC)c(S(=O)(=O)Nc2ccc(C(C)=O)cc2)c1
    i	i	i	i	i	-8	7	i	/	i	-1
COC(=O)Cc1c(C)c2ccc(OCC(=O)N3CCOCC3)cc2oc1=O
    i	i	i	i	i	-2	-1	i	-3	i	1
NC(=O)c1ccc(NC(=O)COC(=O)c2c3c(nc4ccccc24)/C(=C\c2ccc4c(c2)OCO4)CCC3)cc1
    i	i	i	i	i	-14	7	7*	/	i	-3
Cc1ccc(OCC(=O)NC(C)c2ccccc2)cc1 (stereo not given)
    i	i	i	i	i	0	0	i	-2	i	2
C=COCCNC(=O)C1CC(=O)N(c2ccc(C)cc2)C1 (stereo not given)
    i	i	i	i	i	-4	2	i	0	i	3
CCC(CC)c1nnc(NC(=O)COc2ccc3c(C)cc(=O)oc3c2)s1
    i	i	i	i	i	-4	17	i	-1	i	1
CCOC(=O)C(CC)n1cnc2c(nnn2-c2ccccc2)c1=O (stereo not given)
    i	i	i	i	i	-8	0	i	1	i	2
COc1cccc(C2c3c(-c4ccccc4O)n[nH]c3C(=O)N2Cc2ccco2)c1 (stereo not given)
    i	i	i	i	i	-15	-2	i	-5	i	4
C=CCNC(=O)C1CCN(S(=O)(=O)c2ccc3ccccc3c2)CC1
    i	i	i	i	i	-9	4	i	-1	i	1
O=C(CN1CCOCC1)Nc1ncc(Br)cc1Br
    i	i	i	i	i	-5	10	i	-2	i	0
Cc1cccc(NC(=S)N(CCCN2CCOCC2)Cc2ccccn2)c1
    i	i	i	i	i	-11	3	i	0	i	3

These rows are one share of the data; the hit share may differ from the screen's.
